High-throughput results (PubChem)
TSHR antagonist: blocks TSH signaling through the human TSH receptor; P16473; 330,000 tested, 0.2% active; AID 504810; activity change, negative = inhibition, % at 11.5 µM; TSHR-expressing cells, TSH-stimulated cAMP HTRF, 2 h; stronger effect = lower value;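 active means activity change below a set negative limit, meaning inhibition stronger than a set level, cut at about -70% in these data; inconclusive means activity change between two set negative limits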; further: on the % scale 0 is the no-effect control and ±100 the full control effect
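Inhibition of cAMP made by TSHR-expressing cells under TSH stimulation (4nM final, EC80; 2 h, 37 deg C) is quantified with a one-step lysis HTRF kit, anti-cAMP cryptate versus cAMP-d2.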
TRPV1 ag: agonists of human vanilloid receptor 1 (TRPV1) | Q8NER1 | activation, % at 8.33 µM | 320,000 tested, 0.19% active | AID 540275 | TRPV1-expressing cells, Fluo-8 calcium influx, agonist mode; in the data active means activation above about 80%; inconclusive means between about 30% and that limit; further: 0% is about no effect
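TRPV1-expressing cells were cultured overnight at 35.5C and loaded with Fluo-8 calcium dye for 40 to 90 min at room temperature. After a 10 s baseline, compound was added and calcium influx was read kinetically for 3 min (ex 480/em 520 nm).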
USP2a inh: blocks human ubiquitin-specific protease USP2a; 330,000 tested, 0.01% active; Potency, µM (highest dose often 38.3 µM), inactives show top-dose activity change, negative = inhibition, usual class: inhibitors; USP2 core, Ub-CHOP2 coupled fluorogenic reporter, 485/531; AID 463254;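 further: potency means the concentration at half of the fitted maximal effect; plate controls were DMSO wells for no effect and full inhibition by NEM control for full effect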
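USP2 core (10nM final) preincubated 30min RT with compound in 20mM Tris-HCl pH 8.0, 2mM CaCl2, 2mM beta-mercaptoethanol, 0.05% CHAPS; 25nM Ub-CHOP2 plus 25nM reporter substrate added, fluorescence (Ex485/Em531) read after 60min.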
KCNH2 3.1 block: inhibitors of human KCNH2 3.1 potassium channel isoform; U2OS KCNH2 3.1, thallium flux FluxOr; stronger effect = lower value; activity change, % (tested at about 1.8 µM); 340,000 tested, 0.95% active; AID 720553;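 active means maximum activity change below -70%; inconclusive means maximum activity change from -70% to -50%; inactive means maximum activity change above -50%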;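 further: thallium influx rate constant from kinetic fluorescence after stimulation buffer; on the % scale 0 is the no-effect control and ±100 the full control effect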
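FluxOr-based Tl+ influx in U2OS cells transduced with KCNH2 3.1 virus; rate constants normalized to DMSO controls.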
Mito fusion act: blocks mitochondrial division or promotes mitochondrial fusion | 320,000 tested, 0.23% active | S. cerevisiae fusion-defective mutant growth rescue, CellTiterGlo 48 h | Potency, µM (top dose mostly 46.1 µM), without a hit: top-dose growth rescue (activation), actives largely listed as activators;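 further: potency means the concentration at half of the fitted maximal effect; % of control where 0% means no effect; nearly all actives have a fitted effect of over 45% in size; temperature-sensitive fusion mutants such as fzo1-1 at 37 °C on non-fermentable ethanol glycerol medium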
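Compounds are tested for their ability to restore growth of mitochondrial fusion-defective yeast strains at non-permissive 37C in YPEG medium over 48 hours. Viability is quantified by luciferase luminescence.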
AT treatment: potential ataxia-telangiectasia treatments restoring KAP-1 phosphorylation; […] A-T fibroblasts, KAP-1 phosphorylation AlphaLISA; neocarzinostatin DNA damage 30 min before lysis; Potency, µM (highest dose often 57.5 µM), for the others: at the top dose activation, usual class: activators; 320,000 tested, 0.19% active; further: potency means the concentration at half of the fitted maximal effect; % of control where 0% means no effect; nearly all actives have a fitted effect of over 45% in size
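hTERT-immortalized A-T patient fibroblasts ([…]), 500 cells/well in OPTI-MEM, 1% FBS, got compounds for 60 min, then NCS for 30 min at 37C. Lysates were then assayed for phospho-KAP-1 by AlphaLISA (anti-pKAP1 donor, anti-KAP1 acceptor beads), 6 hr at 25C.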
KCNH2 WT inh: blocks the wildtype human KCNH2 potassium channel | Q12809 | U2OS, BacMam KCNH2, thallium flux FluxOr; stronger effect = lower value | activity change, % at 1.84 µM | 340,000 tested, 0.37% active;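 active means maximum activity change below -70%; inconclusive means maximum activity change between -70% and -50%; inactive means maximum activity change above -50%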; further: on the % scale 0 is the no-effect control and ±100 the full control effect
Target sequence (Q12809 whole entry, looked up): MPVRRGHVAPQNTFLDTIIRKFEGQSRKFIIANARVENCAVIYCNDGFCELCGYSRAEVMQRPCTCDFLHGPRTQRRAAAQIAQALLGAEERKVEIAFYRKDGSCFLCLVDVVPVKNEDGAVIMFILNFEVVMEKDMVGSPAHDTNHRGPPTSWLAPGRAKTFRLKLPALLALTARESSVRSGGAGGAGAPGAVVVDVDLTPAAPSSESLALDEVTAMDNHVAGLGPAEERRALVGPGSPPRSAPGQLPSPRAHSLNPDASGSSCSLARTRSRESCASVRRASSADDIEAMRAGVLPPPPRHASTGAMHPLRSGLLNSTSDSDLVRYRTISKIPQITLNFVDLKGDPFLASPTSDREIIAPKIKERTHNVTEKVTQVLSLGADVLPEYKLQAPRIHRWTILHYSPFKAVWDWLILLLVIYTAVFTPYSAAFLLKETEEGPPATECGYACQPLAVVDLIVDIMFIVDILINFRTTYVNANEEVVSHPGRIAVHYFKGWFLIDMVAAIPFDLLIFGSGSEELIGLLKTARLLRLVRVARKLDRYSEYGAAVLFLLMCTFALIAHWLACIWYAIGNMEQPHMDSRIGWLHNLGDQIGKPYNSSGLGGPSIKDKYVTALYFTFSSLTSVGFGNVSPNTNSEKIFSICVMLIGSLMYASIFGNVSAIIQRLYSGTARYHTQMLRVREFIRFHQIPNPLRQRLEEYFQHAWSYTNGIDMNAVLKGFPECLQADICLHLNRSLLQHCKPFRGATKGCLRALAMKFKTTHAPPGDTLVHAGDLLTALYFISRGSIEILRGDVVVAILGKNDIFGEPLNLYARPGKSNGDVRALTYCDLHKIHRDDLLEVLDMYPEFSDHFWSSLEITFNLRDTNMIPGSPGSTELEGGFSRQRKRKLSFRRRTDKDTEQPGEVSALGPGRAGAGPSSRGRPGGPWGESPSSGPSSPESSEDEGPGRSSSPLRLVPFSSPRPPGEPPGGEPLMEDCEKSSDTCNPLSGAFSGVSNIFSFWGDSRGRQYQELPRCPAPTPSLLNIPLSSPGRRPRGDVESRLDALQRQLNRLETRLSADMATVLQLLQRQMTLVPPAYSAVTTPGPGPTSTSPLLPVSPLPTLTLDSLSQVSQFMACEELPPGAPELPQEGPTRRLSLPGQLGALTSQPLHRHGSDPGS
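U2OS cells were transduced with wild-type KCNH2 virus (2.03 x 10^8 / mL) for 4 h at room temperature, then cultured overnight at 37 C. Thallium flux was read with FluxOr dye. Rate constants were normalized to DMSO controls.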
Eya2 inh: blocks the phosphatase activity of human Eya2. recombinant Eya2, OMFP fluorescence dephosphorylation (OMFP is methylfluorescein phosphate). Potency, µM (highest dose often 76.9 µM), inactives show at the top dose activity, negative = inhibition, hits mostly inhibitors. 330,000 tested, 0.006% active. AID 488837; further: potency means the concentration at half of the fitted maximal effect; on the % scale 0 is the no-effect control and ±100 the full control effect
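Eya2 protein (added as 0.2 uM solution) was preincubated with compound for 10 min at ambient temperature in 50 mM HEPES pH 7.5, 50 mM NaCl, 5 uM MgCl2, 0.05% BSA, 1 mM DTT. OMFP (added at 50 uM) then reacted 10 min; fluorescence read at 485/525 nm.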
ELG1 DNA repair: blocks ELG1-dependent DNA repair in HEK293T cells | 330,000 tested, 2.3% active | HEK293T ELG1-luciferase reporter, luminescence, 16 h; DNA damage induced by 5-fluorouridine | Potency, µM (titrated, usually from 46.1 µM), without a hit: at the highest dose activity change, negative = inhibition, usual class: inhibitors; further: potency means the concentration at half of the fitted maximal effect; on the % scale 0 is the no-effect control and ±100 the full control effect; nearly all actives have a fitted effect of over 55% in size
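Overnight (16 hr) co-exposure of 2,000 cells/well to 5-fluorouridine and compound at 37 °C preceded detection. Luciferase was quantified via ONE-Glo luminescence; loss of signal denotes inhibition.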
TCR act: activates T cell receptor signaling; primary human leukocytes, anti-CD3, IL-2 HTRF, 48 h; Potency, µM (series often up to 9.22 µM), without a hit: at the highest dose activation of IL-2 secretion, usual class: activators; AID 504894; 330,000 tested, under 10 active; further: % of control where 0% means no effect
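Readout: HTRF IL-2, Eu-cryptate/d2 antibody pair, 320nm excitation, 665nm emission. Stimulus: a-CD3 beads, no co-stimulation. Cells: primary human leukocytes. Exposure: 48 hr with compound.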
Active calls of the source: *; ? = inconclusive; · = not tested or not shown; [ ] = another dose, or the depositor's remark. Unless noted, the call rests on the fitted dose curve; in most records, active means well fitted curve in the direction sought with a large enough effect; inconclusive means small, poorly fitted or top-dose-only effect, or another doubt; inactive means no such curve, though single readings can be large; an effect the other way counts as inactive or inconclusive.

[1] Cc1onc(-c2ccccc2)c1C(=O)Nc1ccc(Br)cc1Cl
[2] O=C(Nc1c(Cl)ccc2nsnc12)c1ccc([N+](=O)[O-])o1
[3] COC(=O)c1cc(NC(=O)Cc2ccc(OC)c(OC)c2)cc(C(=O)OC)c1
[4] C=CCOc1ccc(/C=C2\SC(=S)N(CCC(=O)O)C2=O)cc1
[5] O=C(O)C1CC=CCC1C(=O)c1ccccc1 (stereo not drawn)
[6] COc1ccc(OCc2cn3c(C)cc(C)nc3n2)cc1
[7] CN(c1ccc(OCc2nnc(-c3ccccc3)o2)cc1)S(=O)(=O)c1ccccc1
[8] CCN(CCNc1ccc(Cl)cc1[N+](=O)[O-])C(=O)c1cc([N+](=O)[O-])c(N(C)C)cc1OC
entry no.	1	2	3	4	5	6	7	8
TSHR antagonist	23	12	-4	-5	-3	-3	-11	-4
TRPV1 ag	7	-4	?	-4	-3	0	-2	-4
USP2a inh	-2%	4%	2%	-2%	1%	4%	-11%	0%
KCNH2 3.1 block	-7	2	18	5	1	1	-4	12
Mito fusion act	2%	6%	-3%	-1%	1%	-33%[inhibitor]	15%	-3%
AT treatment	-6%	2%	0%	-12%	1%	0%	·	-8%
KCNH2 WT inh	4	13	-5	-4	-1	28	10	-1
Eya2 inh	-12%	-5%	-1%	-6%	9%	-4%	-9%	3%
ELG1 DNA repair	17%	?	?	10%	-4%	?	?	1%
TCR act	-3%	4%	-2%	2%	1%	-2%[46.1 µM]	3%	0%

Two of these compounds, reformatted.
Each structure is followed by: TSHR antagonist | TRPV1 ag | USP2a inh | KCNH2 3.1 block | Mito fusion act | AT treatment | KCNH2 WT inh | Eya2 inh | ELG1 DNA repair | TCR act
(6) COc1ccc(OCc2cn3c(C)cc(C)nc3n2)cc1
    -3 | 0 | 4% | 1 | -33%[inhibitor] | 0% | 28 | -4% | ? | -2%[46.1 µM]
(7) CN(c1ccc(OCc2nnc(-c3ccccc3)o2)cc1)S(=O)(=O)c1ccccc1
    -11 | -2 | -11% | -4 | 15% | · | 10 | -9% | ? | 3%

In the list so far, these have a carbonyl joined to an NH by a bond outside any ring:
[1] Cc1onc(-c2ccccc2)c1C(=O)Nc1ccc(Br)cc1Cl
[2] O=C(Nc1c(Cl)ccc2nsnc12)c1ccc([N+](=O)[O-])o1
[3] COC(=O)c1cc(NC(=O)Cc2ccc(OC)c(OC)c2)cc(C(=O)OC)c1
entry no.	1	2	3
TSHR antagonist	23	12	-4
TRPV1 ag	7	-4	?
USP2a inh	-2%	4%	2%
KCNH2 3.1 block	-7	2	18
Mito fusion act	2%	6%	-3%
AT treatment	-6%	2%	0%
KCNH2 WT inh	4	13	-5
Eya2 inh	-12%	-5%	-1%
ELG1 DNA repair	17%	?	?
TCR act	-3%	4%	-2%

Further entries follow.
[9] O=C(c1cc(-c2cccc(O)c2)on1)N1CCCCCC1
[10] COc1cc2c(cc1NC(=O)C(C)Sc1nc3ccccc3n1C)oc1ccccc12 (stereo not drawn)
[11] O=C(CN(Cc1ccco1)C(=O)Cn1nnc(-c2cccs2)n1)NCc1ccccc1
[12] Cc1cc(S(=O)(=O)N2CCCC(N(C)CCc3ccccn3)C2)c(C)cc1Cl (stereo not drawn)
[13] Cc1ccc(-n2c(N)cc(=O)nc2SCC(=O)N2CCN(c3ccccc3)CC2)cc1C
[14] COc1ccc(CN(C)S(=O)(=O)c2ccc3c(c2)OCCO3)cc1
[15] C/C(=N\NC(=O)COc1c(C)cccc1C)c1cccs1
[16] COc1cc(C(=O)Nc2ccc(C)c(S(=O)(=O)N(C)C)c2)ccc1OCC(=O)N1CCOCC1
entry no.	9	10	11	12	13	14	15	16
TSHR antagonist	-5	5	-11	-1	1	-21	-5	-8
TRPV1 ag	-2	-1	2	15	2	?	1	-1
USP2a inh	0%	1%	6%	1%	-2%	4%	0%	0%
KCNH2 3.1 block	-2	5	16	-1	-6	14	1	2
Mito fusion act	4%	4%	-3%	-9%	1%	-1%	3%	1%
AT treatment	1%	-5%	9%	3%	20%	0%	2%	4%
KCNH2 WT inh	5	-2	0	37	2	3	-1	9
Eya2 inh	-5%	6%	1%	-6%	-2%	-8%	1%	0%
ELG1 DNA repair	?	4%	0%	?	6%	-5%	?	?
TCR act	-6%	4%[46.1 µM]	1%	1%	2%	-2%	2%	-2%

[17] CCCCCCNC(=O)c1cn(CC)c2cc(N3CCN(C)CC3)c(F)cc2c1=O
[18] Cc1onc(-c2ccccc2)c1C(=O)N(CC(C)C)c1c(N)n(CC(C)C)c(=O)[nH]c1=O
[19] COC(=O)Cc1[nH]nc2c1C(c1cc(OC)c(OC)c(OC)c1)C(C#N)=C(N)O2 (stereo not drawn)
[20] COc1cccc(CN2C(=O)CCC2(C)C(=O)NC2CCCC2)c1 (stereo not drawn)
[21] COc1ccc(/C=C/C(=O)NC2CCCCC2C)cc1 (stereo not drawn)
[22] Cc1ccc(NC(=O)c2ccc3c(c2)OCCO3)cc1
[23] CCOC(=O)C(C)n1cnc2c(nnn2-c2ccc(C)cc2)c1=O (stereo not drawn)
[24] CN(Cc1ccccc1)C(=O)c1nc2ccccn2c1CN1CCCC1c1nccs1 (stereo not drawn)
entry no.	17	18	19	20	21	22	23	24
TSHR antagonist	10	45	8	-8	-9	-10	1	-7
TRPV1 ag	1	-1	-1	-1	14	?	14	8
USP2a inh	-2%	4%	0%	0%	0%	1%	3%	-4%
KCNH2 3.1 block	-13	-1	-10	14	-19	1	10	-18
Mito fusion act	-66%[inhibitor]	4%	-5%	0%	1%	1%	2%	-6%
AT treatment	18%	-4%	1%	-5%	-16%	4%	·	-1%
KCNH2 WT inh	-6	7	-17	-1	-1	-12	4	3
Eya2 inh	-9%	-1%	1%	-17%	-10%	7%	14%	-7%
ELG1 DNA repair	2%	-16%	11%	10%	-9%	?	?	?
TCR act	-1%	-5%	-3%	1%	0%	5%	7%	1%

[25] N#CC(c1ccccc1)c1cccc(Cl)n1 (stereo not drawn)
[26] CC(CNc1ccccc1O)C(=O)O (stereo not drawn)
[27] CCOCCCN(Cc1cc2cc(C)cc(C)c2[nH]c1=O)C(=O)N(CC)CC
[28] CCNc1ccc(C(=O)OCC(=O)c2cc(C)n(Cc3ccc4c(c3)OCO4)c2C)cc1[N+](=O)[O-]
[29] CC(=O)N=c1cccc(NC(C)=O)n1O
[30] Cc1ccc(CNC(=O)C2CC(c3cccc(F)c3)=NO2)cc1 (stereo not drawn)
[31] CC1CCC/C(=C\Nc2ccc(C(=O)O)cc2)C1=O (stereo not drawn)
[32] C=CCN1C(=O)C2C(C(=O)NC3CCCCC3)C3C=CC2(O3)C1C(=O)NC1CCCC1 (stereo not drawn)
entry no.	25	26	27	28	29	30	31	32
TSHR antagonist	1	-15	-7	18	1	4	-3	4
TRPV1 ag	2	-3	-2	-1	1	?	-1	-1
USP2a inh	2%	0%	0%	-7%	1%	3%	7%	5%
KCNH2 3.1 block	12	6	-14	-1	-16	11	-10	-1
Mito fusion act	-1%	-5%	-4%	2%	-11%	-15%	5%	2%
AT treatment	7%	-6%	-9%	-1%	3%	25µM*	-2%	6%
KCNH2 WT inh	-1	1	-2	1	-11	9	-3	-3
Eya2 inh	1%	1%	4%	-8%	-24%	-4%	-7%	-5%
ELG1 DNA repair	-1%	-3%	-6%	7%	4%	?	?	-1%
TCR act	3%	11%[46.1 µM]	·	7%	3%	-1%	·	·

An excerpt from above in order of the TCR act value, highest first.
No.	molecule	TCR act
28	CCNc1ccc(C(=O)OCC(=O)c2cc(C)n(Cc3ccc4c(c3)OCO4)c2C)cc1[N+](=O)[O-]	7%
29	CC(=O)N=c1cccc(NC(C)=O)n1O	3%
30	Cc1ccc(CNC(=O)C2CC(c3cccc(F)c3)=NO2)cc1 (stereo not drawn)	-1%

An excerpt; rates above refer to the full screens.
